# Screening data from PubChem BioAssay.
# TrxR1 substrate: is turned over as a substrate by rat TrxR1; purified TrxR1 substrate turnover, NADPH consumption readout; Potency, µM (series often up to 114 µM), without a hit: top-dose activity change, negative = substrate turnover; hit rate 0.01% among 390,000; further: potency means the concentration at half of the fitted maximal effect; on the % scale 0 is the no-effect control and ±100 the full control effect; nearly all actives have a fitted effect of over 50% in size
#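 Rat TrxR1, dispensed at 90 nM, was prereduced with 400 uM NADPH (final) for 5 min at ~22 deg C, then incubated with compound 15 min before 400 uM selenite. A first-read NADPH fluorescence drop versus no-compound background flagged substrates.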
# TRHR agonist: activates the human TRH receptor | P34981 | TRHR cells, calcium flux fluo-8, FDSS agonist mode | activation, % at 2 µM | hit rate 0.18% among 360,000 | AID 493084; in the data active means activation above about 30%; further: 0% is about no effect
#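 TRHR-expressing cells loaded with fluo-8 calcium dye; 23 nL library compound pin-transferred, kinetic FDSS fluorescence (Ex 480/Em 530) recorded about 180 s for agonist-induced calcium release, before a 10 nM TRH EC20 addition for potentiator mode.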
# rTrxR1 inhibitor: rat TrxR1 inhibition; O89049; Potency, µM (titrated, usually from 114 µM), without a hit: at the highest dose activity change, negative = inhibition, hits mostly inhibitors; hit rate 1% among 390,000; recombinant rTrxR1, NADPH fluorescence consumption, selenite substrate; further: potency means the concentration at half of the fitted maximal effect; on the % scale 0 is the no-effect control and ±100 the full control effect; nearly all actives have a fitted effect of over 65% in size
#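 Rat TrxR1 (90 nM in the dispensed reagent) was pre-reduced with 400 uM NADPH for 5 min at room temperature, then incubated with compound for 15 min. After 400 uM selenite was added, NADPH fluorescence (Ex 340/Em 450 nm) was followed for 8 min.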
# D2 antag: antagonists of human D2 dopamine receptor; AID 485344; HEK293 TREx D2 cells, calcium flux, dopamine EC80; hit rate 2% among 340,000; inhibition, % at 10 µM; P14416; in the data active means inhibition above about 30%; further: 0% is about no effect
# Target sequence (P14416 whole entry, looked up): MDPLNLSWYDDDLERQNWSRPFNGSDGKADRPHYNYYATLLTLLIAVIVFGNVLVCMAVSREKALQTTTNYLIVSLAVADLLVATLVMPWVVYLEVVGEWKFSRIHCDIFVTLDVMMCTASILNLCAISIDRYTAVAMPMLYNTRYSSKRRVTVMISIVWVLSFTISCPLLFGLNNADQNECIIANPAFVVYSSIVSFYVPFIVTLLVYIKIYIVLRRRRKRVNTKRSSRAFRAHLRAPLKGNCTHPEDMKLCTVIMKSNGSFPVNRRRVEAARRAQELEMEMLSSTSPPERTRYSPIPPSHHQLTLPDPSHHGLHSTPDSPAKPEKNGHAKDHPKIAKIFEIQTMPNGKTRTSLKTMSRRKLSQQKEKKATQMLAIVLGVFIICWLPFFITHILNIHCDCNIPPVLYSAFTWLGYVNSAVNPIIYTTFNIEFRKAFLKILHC
#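 Read-out: kinetic calcium fluorescence (1 cycle/s) in inducible HEK293 T-REx D2 cells after an EC80 dopamine addition that followed 180 s compound preincubation. Loss of the dopamine response indicates antagonism.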
# D2 agonist: activates the human D2 dopamine receptor. activation, % at 2 µM. HEK293 T-REx D2 cells, calcium flux agonist mode. P14416. hit rate 0.53% among 340,000;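 active means activation over 3 SD above normal in the single-dose calcium agonist read, cut at about 30% in these data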; further: 0% is about no effect
#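 Tetracycline-induced HEK293 Trex cells with D2 receptor force-coupled to calcium signaling, plated overnight at 30 C and loaded with no-wash calcium dye. Calcium flux read kinetically for 180 s after compound addition; responses flag agonists.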
# Pin1 inh: blocks the human prolyl isomerase Pin1; Pin1 FP peptide displacement, HiFluor488, 10 min; Q13526; hit rate 0.009% among 390,000; Potency, µM (series often up to 115 µM), for the others: top-dose activity, negative = inhibition, actives largely listed as inhibitors; active means well fitted inhibition curve with a large enough effect in the polarisation, with a control signal flat, not every such curve was filed as active; inconclusive means small, poorly fitted or top-dose-only effect, or effect the other way, or a change in a side signal; inactive means no such curve, though single readings can be large or run the other way; the % refers to the polarisation; further: potency means the concentration at half of the fitted maximal effect; on the % scale 0 is the no-effect control and ±100 the full control effect
# Target sequence (Q13526 whole entry, looked up): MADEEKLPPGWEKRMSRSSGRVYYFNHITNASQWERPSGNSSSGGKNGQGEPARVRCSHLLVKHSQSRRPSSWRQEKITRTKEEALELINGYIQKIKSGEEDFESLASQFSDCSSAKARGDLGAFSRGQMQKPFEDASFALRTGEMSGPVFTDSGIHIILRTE
# USP1-UAF1 inh: USP1/UAF1 (human) deubiquitinase inhibition. O94782. recombinant USP1/UAF1, Ub-Rhodamine cleavage fluorescence. Potency, µM (top dose mostly 57.1 µM), without a hit: at the top dose activity change, negative = inhibition, actives largely listed as inhibitors. hit rate 0.23% among 390,000. AID 743255; further: potency means the concentration at half of the fitted maximal effect; on the % scale 0 is the no-effect control and ±100 the full control effect; nearly all actives have a fitted effect of over 60% in size; inactives centre near -12
#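 USP1/UAF1 complex at 1 nM was preincubated with compound for 15 min at room temperature, then Ub-Rho substrate (150nM final) was added. Fluorescence (480/540 nm) was read kinetically, 6 reads every 60 seconds.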
# TRHR PAM: allosteric enhancers of human TRH receptor; TRHR cells, fluo-8 calcium fluorescence, EC20 TRH enhancement; enhancement, % at 2 µM; hit rate 0.66% among 360,000; AID 493056; in the data active means enhancement above about 30%; further: 0% is about no effect
#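 Enhancer read-out: after compound pinning and an initial kinetic agonist-mode read, an EC20 of TRH (10 nM final) was injected and fluo-8 calcium signal (Ex 480/Em 530) followed at 1 s/cycle for 100 cycles in TRHR-expressing cells.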
# IDH1 R132H inh: blocks human mutant IDH1 R132H enzyme | O75874 | IDH1-R132H enzyme, NADPH consumption, diaphorase/resazurin fluorescence | Potency, µM (top dose mostly 76.6 µM), for the others: at the highest dose activity change, negative = inhibition, actives largely listed as inhibitors | hit rate 0.093% among 390,000 | AID 602179; further: potency means the concentration at half of the fitted maximal effect; on the % scale 0 is the no-effect control and ±100 the full control effect; nearly all actives have a fitted effect of over 65% in size
# Target sequence (O75874 whole entry R132H, stated change not applied): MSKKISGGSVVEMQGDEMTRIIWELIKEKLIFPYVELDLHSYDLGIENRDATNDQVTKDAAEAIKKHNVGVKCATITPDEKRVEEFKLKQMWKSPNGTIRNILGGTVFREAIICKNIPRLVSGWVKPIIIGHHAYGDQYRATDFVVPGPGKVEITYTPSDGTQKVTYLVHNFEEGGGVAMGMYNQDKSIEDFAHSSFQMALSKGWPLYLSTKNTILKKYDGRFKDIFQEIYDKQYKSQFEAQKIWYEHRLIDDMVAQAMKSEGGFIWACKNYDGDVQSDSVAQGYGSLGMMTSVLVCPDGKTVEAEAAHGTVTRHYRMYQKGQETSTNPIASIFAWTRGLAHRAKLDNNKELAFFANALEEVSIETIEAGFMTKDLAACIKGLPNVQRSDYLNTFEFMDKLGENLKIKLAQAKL
#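 IDH1-R132H (0.5 ug/mL dispensed) in pH 7.5 Tris buffer was preincubated 30 min with compound, then given a substrate mix of 0.016 mM NADPH and 2 mM alpha-KG for 80 min at room temperature; remaining NADPH was read by diaphorase/resazurin fluorescence.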
# Starred values were filed as active, the others as inactive; ? = inconclusive; · = not tested or not shown; & = joins results of further samples; [ ] = remark or other dose. Unless noted, the call rests on the fitted dose curve; in most records, active means well fitted inhibition curve with a large enough effect; inconclusive means small, poorly fitted or top-dose-only effect; inactive means no such curve, though single readings can be large or run the other way. The list is partial (hit frequency here may not be typical).
no.	Molecule	TrxR1 substrate	TRHR agonist	rTrxR1 inhibitor	D2 antag	D2 agonist	Pin1 inh	USP1-UAF1 inh	TRHR PAM	IDH1 R132H inh
1	CC(=O)OCC(OC(C)=O)C(OC(C)=O)C(OC(C)=O)C(=O)Nc1ccccc1 (stereo not drawn)	1.7%[57.1 µM]	0.4	-3.9%[57.1 µM]	-19.6	1.8	3.0%	16.5%	-11.8	18.7%
2	COc1ccccc1OCC(=O)N(Cc1ccc(N(C)C)cc1)CC1CCCO1 (stereo not drawn)	-1.7%	0.0	5.9%	·	-0.7	-1.1%	3.1%	-1.6	19.3%
3	Cc1ccc(N(CC(=O)NCc2ccccn2)S(=O)(=O)c2ccccc2)cc1Cl	-2.5%	-0.4	9.3%	-13.1	0.2	-0.1%	-12.7%	-13.3	-0.1%
4	N#CC12C(=O)NC(=O)C1(C#N)C21CCCC1 (stereo not drawn)	-3.4%	·	-6.5%	·	·	-2.4%	-4.6%	·	8.0%
5	CCOC(=O)c1c(C)oc2nc(C)nc(NCCc3ccc(S(N)(=O)=O)cc3)c12	-5.3%	-1.1	5.5%	·	-2.0	?	0.8%	5.0	-13.0%
6	COC(=O)[C@H](C)NC(=O)NCc1ccco1	8.1%	0.1	4.6%	-22.0	0.3	2.5%	-4.2%	5.6	-1.2%
7	Cc1cc(=O)n2c(C(=O)Nc3ccc(F)c(Cl)c3)c(C(=O)Nc3cccc(C)c3C)sc2n1	3.1%	0.1	14.5%	·	-0.8	-0.6%	-17.3%	3.7	0.2%
8	CCc1ccc(CNCc2ccc(F)cc2)cc1	-7.9%	-0.3	-14.7%	23.0	-1.4	-7.7%	-10.6%	3.8	1.6%
9	C=CCOc1c(Cl)cc(CNCCCN2CCOCC2)cc1OC	-11.9%	0.4	?	-16.5	0.4	-4.8%	-10.7%	-3.7	10.7%
10	COc1ccc(C(=O)N=C2SC3CS(=O)(=O)CC3N2Cc2ccc(F)cc2)cc1 (stereo not drawn)	0.5%	0.7	11.4%	8.2	0.1	-7.0%	-13.4%	-2.5	-7.8%
11	Cc1ccc(S(=O)(=O)N2CCOCC2)cc1NC(=O)CN1C(=O)NC(C)(c2ccc(Cl)cc2Cl)C1=O (stereo not drawn)	-4.2%	·	11.7%	·	·	0.8%	-5.4%	·	-16.9%
12	Cc1nn(Cc2cccc(F)c2)c(C)c1NC(=O)c1c([N+](=O)[O-])c(C)nn1C	-1.4%[57.1 µM]	-0.5	-4.7%[57.1 µM]	·	·	1.0%	-16.8%	-7.9	-2.4%
13	Fc1ccc(Cn2c(-c3cccc(Br)c3)nc3ccccc32)cc1	-6.5%[57.1 µM]	1.1	1.9%[57.1 µM]	·	2.0	?	-1.0%	0.9	-19.2%
14	COCCNC(=O)Cn1c(=O)n(CCCCCC(=O)NCc2ccc3c(c2)OCO3)c(=O)c2sccc21	-2.0%	0.4&0.8	13.2%	-19.4	0.7	1.2%	17.3%	-5.0&3.3	-14.9%
15	Cc1cc(-n2c(C)cc(C(=O)COc3cccnc3[N+](=O)[O-])c2C)no1	-12.7%	-0.2	?	-2.6	0.6	2.8%	-4.9%	-5.7	-3.2%
16	O=C(CN1CCCCC1)Nc1ccc(NC(=O)c2ccc(Cl)cc2)cc1Cl	74.3%[activator]	·	29.5%	·	·	-2.2%	-7.0%	·	17.5%
17	CC1(C)CC(=O)c2sc(NC(=O)c3ccco3)nc2C1	-9.7%	2.4	-5.9%	3.1	1.3	-2.3%	?	1.4	8.7%
18	Cc1cccc(N(CC(=O)NCCSc2ccccn2)S(=O)(=O)c2ccccc2)c1	-11.7%	0.5	-8.9%	-4.9	-0.1	-3.0%	-17.4%	-3.3	2.2%
19	COCc1cc(=O)[nH]c2cc(NC(=O)C(C)(C)CCl)c(C)cc12	8.5%	0.8	-16.3%	-41.5	-1.5	8.4%	-10.7%	5.2	9.0%
20	COC(=O)c1ccccc1NC(=O)NCc1c(C)nn(C)c1C	12.6%	-2.2	8.8%[57.1 µM]	-11.7	-1.7	-10.6%	-16.6%	-3.1	0.0%
21	O=S(=O)(NCCN1CCOCC1)c1ccc2c(c1)OCCO2	-1.6%[57.1 µM]	0.5	6.2%	-4.4	0.5	-12.3%	9.2%	1.8	-7.3%
22	Cc1cccc(Cn2nnc3c(=O)[nH]c(C4CCCN(C(=O)c5ccc(C(C)(C)C)cc5)C4)nc32)c1 (stereo not drawn)	-4.6%	-0.1	-6.9%	·	-0.7	5.1%	-22.5%	-8.0	-14.7%
23	CNc1ccc(Cl)cc1C(N)=O	169.8%[activator]	0.2	6.7%	-6.0	0.3	0.3%	-6.0%	3.6	-4.2%
24	COc1cc2c(cc1NC(=O)CSc1nnc(Cc3cccs3)n1C)oc1ccccc12	-1.1%	-0.8	6.0%	13.6	-0.3	12.7%	?	-0.1	7.8%
25	Cc1noc2ncnc(SCc3ccc(C(F)(F)F)cc3)c12	0.4%[57.1 µM]	-0.1	3.2%[57.1 µM]	-10.6	-0.2	0.5%	-9.9%	-9.7	4.9%
26	Cc1ccccc1CC1(CO)CCCN(C(=O)c2ccc3ncccc3c2)C1 (stereo not drawn)	2.6%	-0.4	18.7%[57.1 µM]	20.2	0.5	0.1%	-19.9%	-0.5	1.2%
27	O=C(Nc1ccncc1)c1ccc(C(=O)Nc2ccncc2)cc1	4.7%	0.2	32.8%	-8.0	1.6	0.7%	-6.9%	4.0	0.8%
28	NC(=O)[C@@H]1CCCN1Cc1c(C(=O)N2CCN(C3CCCCC3)CC2)nc2ccccn12	4.3%	0.7	-18.1%	4.7	-0.4	-24.4%	0.8%	-4.4	-4.9%
29	Cc1cccc[n+]1CC(=O)c1ccc(Cl)cc1	-4.3%	·	17.7%[2.29 µM]	·	·	0.3%	-2.2%	·	-7.0%
30	CCN(c1ccc(OC)cc1)S(=O)(=O)N1CCCC(C(=O)NCc2ccccc2Br)C1 (stereo not drawn)	4.1%	-0.2	28.2%	-15.1	0.7	15.3%	-23.9%	-11.1	7.6%

# New compounds follow:
no.	Molecule	TrxR1 substrate	TRHR agonist	rTrxR1 inhibitor	D2 antag	D2 agonist	Pin1 inh	USP1-UAF1 inh	TRHR PAM	IDH1 R132H inh
31	CC(=O)Nc1ccc(C(=O)OCc2ccc(F)cc2Cl)cc1	-1.3%	-0.2	23.6%	-2.1	-0.1	-0.9%	-4.6%	5.6	-3.0%
32	Cc1ccc2oc(-c3cccc(NC(=S)NC(=O)c4cccs4)c3)nc2c1	-7.1%	-0.2	-12.5%	-7.7	0.8	-4.4%	-9.9%	6.2	4.4%
33	Brc1cccc(-c2nnc(CN3CCN(c4ccccn4)CC3)o2)c1	-3.8%	-0.1	-1.5%	·	18.6	1.8%	?	-2.8	3.7%
34	Cc1ccc(S(=O)(=O)N2CCC(C(=O)NCCN3CCCCCC3)CC2)cc1	3.3%	-1.3	?	-8.5	-1.8	3.4%	-9.1%	3.2	3.5%
35	COCCNC(=O)c1cc(Sc2ccc(F)cc2F)nc2ccccc12	-5.2%[57.1 µM]	-1.1	6.9%[57.1 µM]	·	0.7	-4.6%	-1.5%	7.5	2.1%
36	COC(=O)C12CCC3(SCCS3)C(C(=O)OC)(CCC13SCCS3)C2	2.7%[57.1 µM]	0.1	10.8%[57.1 µM]	3.4	1.9	2.7%	-2.0%	-3.4	-11.5%
37	Cc1ccnc(NS(=O)(=O)c2ccc(NS(=O)(=O)c3ccc([N+](=O)[O-])cc3)cc2)n1	2.5%	0.7	19.6%	15.1	0.5	-4.5%	-6.2%	-5.6	9.9%
38	CC(C)C[C@H](NC(=O)c1nc[nH]c1C(=O)NCC(=O)OCc1ccccc1)C(=O)OCc1ccccc1	-0.8%	2.9	37.1%[activator]	-18.5	-1.0	1.0%	-25.9%	-8.7	4.4%
39	N#Cc1c2n(c3c(=O)[nH]cnc13)CCCC2	4.0%	0.5	9.8%	1.8	-0.4	-0.4%	-13.8%	-4.6	5.1%
40	CCOC(=O)c1ccc(N2C(=O)CC(Sc3nnc(C)s3)C2=O)cc1 (stereo not drawn)	5.5%	0.5	5.62µM*	0.3	0.3	26.8%	-3.3%	2.0	1.9%
41	Cc1ccc(OCC(=O)c2cc(C)n(Cc3cccs3)c2C)c([N+](=O)[O-])n1	3.5%	-0.3	10.1%[57.1 µM]	0.8	-0.2	7.7%	-6.3%	39.1*	-4.8%
42	CCCCc1cc(=O)oc2cc(C)c3c(C)coc3c12	13.0%	0.5	31.8%	·	1.2	8.5%	-12.7%	-4.8	0.0%
43	O=C(COc1ccc([N+](=O)[O-])cc1)Nc1ccc2c(c1)nc1n2CCOC1	-12.5%	0.0	-9.1%	-0.9	0.3	2.5%	-14.7%	-6.8	-6.3%
44	N#CC1=C(N)Oc2c(ccc3cccnc23)C1c1ccncc1 (stereo not drawn)	5.2%[57.1 µM]	0.2	13.3%[57.1 µM]	-29.0	-0.9	0.5%	-21.3%	0.9	9.7%
45	Cc1ccc(S(=O)(=O)NCCC(=O)NC2CCN(Cc3ccccc3)CC2)cc1	-11.1%	-0.9	-10.5%	27.4	1.3	-0.3%	-0.1%	11.5	-3.0%
46	C/C(=N\NC(=O)c1c([N+](=O)[O-])c(C)nn1C)c1ccc(NC(=O)C2CCCC2)cc1	-9.2%	-0.5	-15.0%	2.6	1.0	1.2%	-16.8%	-2.3	-2.2%
47	Cc1nnc(N=c2ssnc2Cl)o1	-12.9%	-1.1	?	4.1	0.3	-15.3%	-21.2%	0.2	0.6%[38.3 µM]
48	O=C(Nn1cnnc1)c1ccc(Cl)cc1	-5.5%	0.4	39.1%[activator]	-0.8	-0.7	-5.7%	-11.4%	7.8	-7.8%
49	COc1ccccc1CC(NC(C)=O)C(=O)NC1CCN(C(=O)Nc2ccccc2Cl)CC1 (stereo not drawn)	-2.1%	0.1	14.9%	-7.0	0.5	4.3%	-16.4%	-0.7	5.3%
